OX1R antag-1 = antagonists of human orexin 1 receptor; O43613; CHO/OX1R cells, Fluo-8 calcium fluorescence, orexin A; inhibition, % at 5 µM; 0.43% of 330,000 active; AID 434989;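 active = inhibition above its plate's threshold, mean inhibition of all tested compounds on the plate plus 3 SD, cut at about 37% in these data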;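 also: 0% = orexin A challenge wells and 100% = SB-334867-A antagonist wells; not every result past the cut was called active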
Target sequence (O43613 whole entry, looked up): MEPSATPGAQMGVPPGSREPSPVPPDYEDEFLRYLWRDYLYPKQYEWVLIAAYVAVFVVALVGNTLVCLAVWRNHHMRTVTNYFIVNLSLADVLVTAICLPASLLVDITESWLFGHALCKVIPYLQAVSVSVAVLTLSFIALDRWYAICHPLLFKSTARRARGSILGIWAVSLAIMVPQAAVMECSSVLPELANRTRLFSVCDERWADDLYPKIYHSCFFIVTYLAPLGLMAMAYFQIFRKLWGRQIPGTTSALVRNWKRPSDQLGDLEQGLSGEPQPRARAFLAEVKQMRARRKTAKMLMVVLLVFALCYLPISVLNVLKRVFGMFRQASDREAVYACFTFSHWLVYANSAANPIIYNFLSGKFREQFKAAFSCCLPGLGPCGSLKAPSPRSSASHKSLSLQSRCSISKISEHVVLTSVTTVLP
OX1R antag-2 = antagonists of human orexin 1 receptor (OX1R); AID 485270; OX1R-expressing cells, FRET antagonist read-out; inhibition, % at 6.6 µM; O43613; 1.8% of 330,000 active; in the data active = inhibition mostly above about 38%, no sharp cut-off; inactive = mostly below about 40%;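 also: 0% = agonist challenge alone and 100% = reference antagonist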
An asterisk follows results filed as active.

Start of the data: the first four entries, to show the layout:
SMILES	OX1R antag-1	OX1R antag-2
CN(CCOc1ccc(Cl)cc1)C(=O)c1ccccc1SCC(=O)N1CCCC1	-14.1	11.3
Cc1cc2nc(C3CCN(CC4COc5ccccc5O4)CC3)[nH]c2cc1C (centres undefined)	-25.5	7.6
NC(=O)NCCC1=CCCCC1	-18.3	0.7
O=C(NCc1ccccc1)c1ccc(COCC(F)(F)F)o1	-19.5	12.0

The listing, previewed entries included:
SMILES	OX1R antag-1	OX1R antag-2
CN(CCOc1ccc(Cl)cc1)C(=O)c1ccccc1SCC(=O)N1CCCC1	-14.1	11.3
Cc1cc2nc(C3CCN(CC4COc5ccccc5O4)CC3)[nH]c2cc1C (centres undefined)	-25.5	7.6
NC(=O)NCCC1=CCCCC1	-18.3	0.7
O=C(NCc1ccccc1)c1ccc(COCC(F)(F)F)o1	-19.5	12.0
COc1ccc([N+](=O)[O-])cc1N(CC(=O)N1CCCCC1)S(C)(=O)=O	-28.3	16.0
COc1ccc(-c2cc(C(=O)N3CCN(c4ccccc4)CC3)no2)cc1	-11.5	14.9
COCCn1c(C)cc(/C=N/NC(=O)c2cccnc2)c1C	-4.0	16.9
COCCCn1c(=N)c(C(=O)NC2CCCCC2)cc2c(=O)n3ccccc3nc21	-28.6	75.5*
CC(=O)N(C)c1nc(-c2ccc(Cl)cc2)cs1	-18.2	16.8
CC(=O)NC1=NN(C(C)=O)C(C)(CS(=O)(=O)c2ccc(C)c(C)c2)S1 (centres undefined)	-5.4	21.0
O=C(NCc1ccco1)c1cc(S(=O)(=O)N2CCOCC2)ccc1Cl	-7.5	10.4
COc1ccc(C(=O)NC(=S)Nc2ccccc2N2CCOCC2)cc1Br	-20.4	16.7
Cc1ccc(OC(=O)CN2C(=O)c3ccccc3C2=O)cc1C	-17.5	9.5
COc1ccc(C)cc1NC(=O)CSc1nc2scc(C)c2c(=O)[nH]1	-6.5	71.1*
COc1cc(CN2CCCC(CO)(Cc3ccccc3F)C2)ccc1O (centres undefined)	-0.2	7.7
Cc1cc2c(cc1C)/C(=C\C(N)=O)NC(C)(C)C2	-22.0	5.7
Cc1ccc(S(=O)(=O)NC(C)C(c2cccs2)N2CCOCC2)cc1 (centres undefined)	-11.1	6.3
O=S(=O)(Cc1ccccc1Cl)N1CCCC1	-18.2	14.1
COc1ccccc1N1CCN(S(=O)(=O)c2cnc[nH]2)CC1	-12.1	2.8
COc1cc(Cl)c(C)cc1NC(=O)COc1cc(C)nc(C(C)C)n1	-22.5	6.0
CSc1nnc(-c2cc3c(s2)-c2ccccc2CC3)o1	-11.5	52.2
Cc1cc(C(=O)COC(=O)c2nc3nccc(C)n3n2)c(C)n1CC1CCCO1 (centres undefined)	-13.7	7.5
CN(CC(=O)Nc1cccc(F)c1)C(=O)c1cccc2ccccc12	0.4	15.3
COc1ccc(/C=N/n2c(C)nc3sc(C)c(C)c3c2=O)cc1OC	-21.7	6.5
COc1ccc(CCN(C)CCC(=O)Nc2cc(C)ccc2C)cc1OC	-16.7	16.1
CC(=O)Oc1ccc2cc(-c3ccccc3)c(=O)oc2c1	2.8	10.2
Cc1ccc(Cn2nc(-c3ccccc3)nc2-c2ccccc2)cc1	-42.5	6.6
O=[N+]([O-])c1cccc(CSc2nnc3ccccn23)c1	-9.6	21.6
Cc1ccccc1NC(=O)c1cccnc1	-19.8	-0.1
O=C1c2ccccc2C(=O)N1Cc1ccc2c(c1)OCO2	-1.8	14.1

An excerpt from above in order of SMILES length, largest number first:
SMILES	OX1R antag-1	OX1R antag-2
Cc1cc(C(=O)COC(=O)c2nc3nccc(C)n3n2)c(C)n1CC1CCCO1 (centres undefined)	-13.7	7.5
COc1ccc(/C=N/n2c(C)nc3sc(C)c(C)c3c2=O)cc1OC	-21.7	6.5
COc1ccc(CCN(C)CCC(=O)Nc2cc(C)ccc2C)cc1OC	-16.7	16.1
CSc1nnc(-c2cc3c(s2)-c2ccccc2CC3)o1	-11.5	52.2
O=S(=O)(Cc1ccccc1Cl)N1CCCC1	-18.2	14.1

The listing picks up, starting 2 compounds before the break.
SMILES	OX1R antag-1	OX1R antag-2
Cc1ccccc1NC(=O)c1cccnc1	-19.8	-0.1
O=C1c2ccccc2C(=O)N1Cc1ccc2c(c1)OCO2	-1.8	14.1
COc1ccc(C(=O)NCCNc2nc3c(C)cccc3cc2C#N)cc1OC	17.8	90.0*
O=C(NNC(=O)C12CC3CC(CC(C3)C1)C2)c1ccccc1O	-10.3	4.3
O=C1c2ccccc2C(=O)N1CCCCSc1nnc(-c2ccc(OC(F)F)cc2)o1	-33.6	27.1
O=C(c1ccc(Br)o1)N1CCN(C/C=C/c2ccccc2)CC1	-23.7	13.0
CC1CCN(CC(=O)Nc2ccccc2C#N)CC1	-17.6	4.1
COC(=O)Cn1cc(/C=C(/C#N)C(=O)N2CCOCC2)c2ccccc21	8.4	20.6
CN(CC(=O)c1c(N)n(C)c(=O)n(C)c1=O)c1ccccc1	-4.5	26.8
CCCc1[nH]nc2c1C(c1cccc(OC(=O)c3ccco3)c1)C(C#N)=C(N)O2 (centres undefined)	-27.4	17.6
COc1ccc(NC(=O)c2cc3c(=O)n4ccccc4nc3n2C)cc1OC	-16.3	25.9
O=c1c2ccccc2nnn1Cc1ccc(F)cc1	-0.8	17.4
N#Cc1nc(-c2ccccc2F)oc1N1CCCC1	-26.6	13.1
O=C(CCc1nc(-c2ccccc2Cl)no1)NC1CCCC1	-5.7	6.5
Oc1cc(O)c2c(c1)OC(c1ccc(O)c(O)c1)C(O)C2 (centres undefined)	3.2	4.9
CCC(=NCCN1CCNCC1)C1=C(O)CC(C)(C)CC1=O	-5.5	5.9
CC(C)C(=O)N1CCN(c2ccccc2NC(=O)c2ccc(C#N)cc2F)CC1	-20.1	18.7

Arranged by value in OX1R antag-2 (high to low): seven from the list above
compound,OX1R antag-1,OX1R antag-2
O=C1c2ccccc2C(=O)N1CCCCSc1nnc(-c2ccc(OC(F)F)cc2)o1,-33.6,27.1
CN(CC(=O)c1c(N)n(C)c(=O)n(C)c1=O)c1ccccc1,-4.5,26.8
COc1ccc(NC(=O)c2cc3c(=O)n4ccccc4nc3n2C)cc1OC,-16.3,25.9
COC(=O)Cn1cc(/C=C(/C#N)C(=O)N2CCOCC2)c2ccccc21,8.4,20.6
CCCc1[nH]nc2c1C(c1cccc(OC(=O)c3ccco3)c1)C(C#N)=C(N)O2 (centres undefined),-27.4,17.6
O=C(CCc1nc(-c2ccccc2Cl)no1)NC1CCCC1,-5.7,6.5
CCC(=NCCN1CCNCC1)C1=C(O)CC(C)(C)CC1=O,-5.5,5.9

The list continues:
SMILES	OX1R antag-1	OX1R antag-2
Cc1ccc(N2C(=O)C(CC(=O)Nc3cccc(F)c3)N(CCc3ccncc3)C2=O)cc1 (centres undefined)	-23.2	17.5
O=C1OC(/C=C/c2ccc(Cl)cc2)=NC/1=C/c1ccco1	7.3	15.0
CCC(C)Nc1ccc(NC(C)CC)cc1 (centres undefined)	-0.5	14.5
O=CN1CCN(C(=O)c2ccc([N+](=O)[O-])cc2)CC1	-4.0	62.9
COCCN1C(=O)C(=O)/C(=C(/O)c2ccc(OC(C)C)cc2)C1c1cccnc1 (centres undefined)	-8.8	-2.1
C=CCNC(=S)NNC(=O)c1ccncc1	-8.2	-2.8
COc1cccc(CNC(=O)c2ccc(NC(=O)C3=CSCCO3)cc2)c1	2.2	8.1
CCOc1ccccc1C(=O)NN1C(=O)CCC1=O	-5.3	12.2
Cc1cc(C)c[n+](-c2nc([O-])sc2C=O)c1	-17.0	37.9
O=C(NNC(=O)c1cccs1)c1cccnc1	-0.8	22.9
COc1cc2c(cc1OC)CN(C(=S)NC(=O)c1ccccc1)CC2	-45.2	25.6
CCOc1ccc(N2C(=O)Nc3ccc(Br)cc3C2(O)C(=O)NCCN(C)C)cc1 (centres undefined)	-10.1	5.6
CCc1noc(C)c1C(=O)OCC(=O)Nc1ccc(F)cc1Cl	-18.5	3.1
N[C@H]1CONC1=O	-5.9	6.8
O=C(N1CCCCC1)N1CCN(S(=O)(=O)c2ccc(Cl)cc2)CC1	-19.1	21.3
CCOC(=O)c1sc(NC(=O)CCN2CCOCC2)c(C(=O)OCC)c1C	-18.6	23.1
COc1ccc(NC(=O)CC2SC(=N)N(c3ccccc3)C2=O)c(OC)c1 (centres undefined)	-8.5	1.5
COc1ccccc1NC(=O)c1sc2nc(-c3ccco3)ccc2c1N	10.1	70.5
COc1ccc(C2CC(=O)Oc3cc(C)c(Cl)c(C)c32)cc1 (centres undefined)	-10.7	16.1
C=C1C(C(=O)Nc2ccc(OC)cc2)C1C(=O)Nc1ccc(OC)cc1 (centres undefined)	-21.9	3.0
Cc1ccccc1C(=O)NC(=S)Nc1ccc(S(=O)(=O)N(C)c2ccccc2)cc1	-1.9	26.1
C=CCC(CC=C)(C(=O)O)c1ccccc1	4.5	4.6
COc1ccc(/C=N/OC/C(O)=C(\C#N)c2nc3ccccc3[nH]2)cc1OC	-5.3	4.8
O=S(=O)(c1ccc(Cl)cc1)N1CCN=C1SCc1cccc(Cl)c1	-9.1	17.2
Cc1ccccc1NC(=O)COC(=O)c1cccc(S(=O)(=O)N2CCCCC2)c1	-27.8	4.1
Cc1ccccc1N1CCN(C2CCCN(C(=O)CCn3cnnn3)C2)CC1 (centres undefined)	-0.8	19.4
COC(=O)c1ccn(CSc2cc(Cl)ccc2Cl)n1	-5.1	3.3
N#CC1CC(c2ccccc2)=NN1c1ccccc1[N+](=O)[O-] (centres undefined)	-16.6	24.2
COc1ccc(CNC(=O)c2sc(=S)n(-c3ccccc3)c2N)cc1	-20.4	9.8
O=[N+]([O-])c1ccc(N/N=C/c2cccnc2)cc1	-25.9	2.2
O=C(CSc1nnc(-c2ccccc2)o1)N1CCCC1	-13.7	18.7
COc1ccc(-c2[nH]c(-c3ccc(F)cc3)nc2SCC(=O)NCc2ccco2)cc1OC	-7.0	6.6
COc1ccc(OC)c(NC(=O)C2CCCC2)c1	-9.6	15.1
COc1ccc(C(=O)NC2CCCCCC2)cc1S(=O)(=O)N1CCOCC1	-7.0	21.3
O=C(c1ccc2nc[nH]c2c1)N1CCN(c2ncc(C(F)(F)F)cc2Cl)CC1	-24.2	34.4
Cc1nc(-c2ccc(S(=O)(=O)N3CCN(c4ccccc4)CC3)cc2)co1	-10.2	15.3
COc1cccc(CNC(=O)C2CCN(S(=O)(=O)c3ccc4c(c3)NC(=O)C(C)S4)CC2)c1 (centres undefined)	-15.4	4.0
CCCC(c1nnnn1C1CCCC1)N1CCN(C(=O)c2ccco2)CC1 (centres undefined)	-22.8	-3.4
COC(=O)c1cc2cc(Cl)ccc2nc1SC	-16.2	9.0
N#CC1=C(N)S[C@@H](C(=O)c2ccc(F)cc2)[C@@H]1c1cccs1	-19.2	23.9
CCCCn1nnnc1SCC(=O)Nc1cccc(C)n1	-22.0	14.9
CCOc1ccc(/C=C2\SC(=S)N(NC(=O)c3ccncc3)C2=O)cc1OC	-10.5	28.3
O=C(O)c1ccc2c(c1)-c1cc(C(=O)O)ccc1S2(=O)=O	-15.0	18.2
COc1cc(C(=O)Nc2ccc(F)cc2Cl)ccc1OCC(=O)N1CCOCC1	-10.9	10.3
O=C(CSc1nc(O)c(C2CCCCC2)c(=O)[nH]1)Nc1ccccc1Cl	-10.4	78.5*
Fc1ccc(CN2CCCCCC2)c(F)c1	-12.3	16.2
CCCN1CCN(C(=O)c2noc3c2COc2ccc(C)cc2-3)CC1	-32.8	5.3
COc1cc(-c2nc(Cc3c(F)cccc3Cl)no2)cc(OC)c1OC	-4.7	6.6
CCC/C=C(\CCC)C(NC(=O)OCC(C)C)c1ccc(C(=O)OC)cc1 (centres undefined)	-38.1	30.2
CC1CC(C)CN(C(=O)COc2ccc(-c3nnco3)cc2)C1 (centres undefined)	-9.9	1.3
O=C(CC1SC(=NC2CCCCC2)NC1=O)Nc1ccccc1 (centres undefined)	-16.4	29.1
COc1ccccc1N1CCN(C(=O)c2ccccc2Oc2ccccc2)CC1	-33.4	11.2
Cc1sc(NC(=O)Cc2ccc3c(c2)OCO3)nc1-c1ccc2c(c1)CCN2C(=O)c1ccc(F)cc1	3.9	0.6
CN(Cc1nc2ccccc2c(=O)[nH]1)C(=O)COc1ccccc1Cc1ccccc1	-15.9	8.0
CCC(C)(C)n1nnnc1C(c1ccc(C)cc1)N1CCN(Cc2cccnc2)CC1 (centres undefined)	-35.8	23.3
COc1ccc(CN(CCN(C)C)Cc2ccccc2)c(OC)c1	-8.8	-1.1
COc1ccc(-c2cc(C(F)(F)F)nc(-n3cncn3)n2)cc1	-18.6	17.9
